SSB-PriA inh: blocks PriA binding to SSB C-terminal tail. AlphaScreen SSBct-PriA binding, biotinylated peptide. inhibition, % at 33 µM. 430,000 compounds, 0.6% hits; in the data active means inhibition mostly above about 37%, no sharp cut-off; inactive means mostly below about 20%;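 further: plate controls were negative control peptide for no effect and reference peptide for full effect; strong numbers were not always called active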
* hit, by the source's call; i = inactive; & = joins results of further samples. Not all compounds are listed. The share of hits here may be higher or lower than overall.

Molecule,SSB-PriA inh
O=C(CSc1nc(CC(=O)NCc2cccs2)cc(=O)[nH]1)NCc1ccc2c(c1)OCO2,-11.0&-11.0
COc1ccc(CSc2nccn3nc(-c4cccs4)cc23)cc1,-12.0
O=C(C1CCCCC1)N1CCC(c2nnc(C3CC3)s2)CC1,-2.0
Cc1ccccc1-n1c(SCC(O)=C(C#N)c2nc3ccccc3[nH]2)nnc1-c1ccncc1,5.5
O=C(Cc1csc2nc(-c3ccccc3)cn12)Nc1ccc(C(F)(F)F)cc1,0.0
C(=Nn1cnnc1)c1cccc2ccccc12,-5.6
O=C(CSc1ncc(-c2ccc(Cl)c(Cl)c2)n1-c1cccc(C(F)(F)F)c1)N1CCc2ccccc21,-11.0
Cc1nc2c(sc3ccccc32)c(=O)n1CC(=O)Nc1ccc(Br)cc1F,-9.0
Cc1cc(C)n(CC(=O)Nc2cccc(Cl)c2C)c(=O)c1-c1nc(-c2ccccc2)no1,-1.0
Cc1cc(NC(=O)Cn2ccn(-c3ccccc3C)c(=O)c2=O)no1,-26.0

Reformatted: results already given
smiles: O=C(C1CCCCC1)N1CCC(c2nnc(C3CC3)s2)CC1
  SSB-PriA inh: -2.0
smiles: COc1ccc(CSc2nccn3nc(-c4cccs4)cc23)cc1
  SSB-PriA inh: -12.0

More records follow.
Molecule,SSB-PriA inh
O=C(CCS(=O)(=O)c1ccc(F)cc1)Nc1nc(-c2cc3ccccc3o2)cs1,-8.0&4.0
Cn1cccc1CN(C(=O)c1c(F)cccc1F)C1CC1,-5.0
CCC(=O)Nc1ccc(S(=O)(=O)NCCN2CCN(c3ccccc3)CC2)cc1,-7.0&-1.0
O=C(NN=Cc1ccncc1)C12CC3CC(CC(C3)C1)C2,4.5
CSc1nnc(C(C)(C)C)c(=O)n1N=Cc1ccccc1O,-0.5
O=C(Cc1csc(Nc2cccc(C(F)(F)F)c2)n1)NCC1CCCO1 (configuration not stated),-7.0
CCc1ccc(S(=O)(=O)NCC2CCN(Cc3cccs3)CC2)s1,3.0
CCCCCOc1ccc(C(=O)Nc2nc3ccc4sc(C)nc4c3s2)cc1,0.0
COc1ccc(/C(C)=N\NC(=O)CCN2CCN(C(c3ccccc3)c3ccccc3)CC2)cc1OC,14.0
COc1ccc(C(C)=NNC(=O)CNC(=O)C2COc3ccccc3O2)c(OC)c1 (configuration not stated),-6.8
O=C(Cn1nnc(-c2ccccc2)n1)NN=Cc1cc([N+](=O)[O-])ccc1O,0.3
O=S(=O)(c1ccc2c(c1)CCCC2)N1CCC[C@H](Cc2nc(C3CC3)no2)C1,-9.0
Cc1oncc1C(=O)NCC1(Sc2ccccc2)CCOCC1,-15.0
CC(=NNC(=O)CSc1nnc(C)s1)c1ccc(Cl)cc1,-15.5
CCOc1ccc(C(=O)N2CCCCC(c3ccc(Cl)cc3)C2)cn1 (configuration not stated),-4.0
Clc1ccccc1-n1ncc2c1ncn1nc(-c3ccncc3)nc21,-6.0
O=C(CCSc1ccccc1)N1CCC(S(=O)(=O)Cc2ccco2)CC1,-11.0
CCOC(=O)c1c(C)[nH]c(C(=O)CSc2nc3sc4c(c3c(=O)n2-c2ccccc2)CCC4)c1C,-19.0
CC12CC(NC(=S)N1CCc1ccccc1)c1ccccc1O2 (configuration not stated),-3.0
O=C1CCc2cc(S(=O)(=O)NC[C@H](O)c3ccc4c(c3)CCO4)cc3c2N1CC3,-14.0
C#CCSc1cccc2cccnc12,1.1
COCC(=O)N1CCC(CN2C(=O)CNC2=O)CC1,-21.0
Cc1ccc2nc(NC(=O)CSc3nnc4ccc(-c5ccncc5)nn34)sc2c1,-10.0
c1ccc(-c2oc3ncnc(N4CCN(Cc5ccc6c(c5)OCO6)CC4)c3c2-c2ccccc2)cc1,-16.0
O=C(NCc1nnnn1-c1ccc(F)cc1)Nc1ccc(Cl)c(Cl)c1,-9.0
O=C(c1cc2occc2[nH]1)N1CCN(c2ccccc2O)CC1,-11.0
CC[C@@H](C(=O)NCc1ccc(C)cc1)n1cc(-c2nc(C3CC3)no2)ccc1=O,-16.0
O=C(NN=Cc1cccnc1)c1cccc(NC(=O)c2ccc(Cl)cc2)c1,-2.8
O=C(CSc1ccc2nnc(-c3cccc(F)c3)n2n1)Nc1ccc(F)cc1F,-7.0
CCOC(=O)Cn1c(=NC(=O)c2ccccc2I)sc2cc(S(N)(=O)=O)ccc21,2.0
C/C=C/c1ccc(Oc2nnc(-c3ccc(F)cc3)c3ccccc23)c(OC)c1,-5.0&-4.0
c1ccc2sc(NCCCN3CCOCC3)nc2c1,17.0
Cc1ccc(C)c(N2C(=O)CSC2=NNC(=O)c2ccccc2Cl)c1,-1.3
COCCNS(=O)(=O)c1ccc(C(C)(C)C)cc1,-17.0
CC(=O)N1CCc2ccc(NC(=O)Cc3ccc(Cl)cc3)cc2C1,-7.0
CN1CCN(C(CNS(=O)(=O)c2ccccc2)c2ccsc2)CC1 (configuration not stated),-9.0
COCCN1CCC(NC(=O)c2ccc(C(C)(C)C)cc2)CC1,-5.0
COc1ccc(OCC(O)CC(=O)O)cc1 (configuration not stated),3.0
CCCS(=O)(=O)N1CCc2ccc(N)cc2C1,10.0
CCOC(=O)N1CCN(C(=O)CSc2nnc3n2CCN3c2ccccc2)CC1,4.0
O=C(NCC#CCOc1ccc2c(c1)OCO2)c1c(F)cccc1F,5.0
Cn1cc(CC(=O)N2CC(S(=O)(=O)C3CCCCC3)C2)c2ccccc21,-13.0
CSc1ccccc1NC(=O)c1cc(=O)c(OCc2ccccc2)c[nH]1,-3.0
CCCC=NO,-8.2
COc1ccc(-c2nnc(NC(=O)c3cc(Cl)cc(Cl)c3)s2)c(OC)c1,6.0
Cc1c(NC(=O)C2COCC(=O)N2Cc2cccs2)c(=O)n(-c2ccccc2)n1C (configuration not stated),-10.0
COc1cccc(CCNC(=O)c2cnn(-c3nc(C)cc(=O)[nH]3)c2C)c1,-3.0
CC(Oc1cccc(Br)c1)C(=O)Nc1ccc2c(c1)OCO2 (configuration not stated),-4.0
COc1ccc(C(=O)NN=C(C)CC(=O)NC2CCCCC2)c(OC)c1,4.4
Cc1cccc(Nc2nc3c(S(=O)(=O)c4ccc(Br)cc4)nnn3c3ccccc23)c1C,-8.0

Single entries from above:
SSB-PriA inh result of O=S(=O)(c1ccc2c(c1)CCCC2)N1CCC[C@H](Cc2nc(C3CC3)no2)C1 is entered as -9.0
SSB-PriA inh result of CCOC(=O)N1CCN(C(=O)CSc2nnc3n2CCN3c2ccccc2)CC1 is entered as 4.0
SSB-PriA inh result of COc1ccc(OCC(O)CC(=O)O)cc1 (configuration not stated) is entered as 3.0
SSB-PriA inh result of CCCS(=O)(=O)N1CCc2ccc(N)cc2C1 is entered as 10.0
SSB-PriA inh result of c1ccc(-c2oc3ncnc(N4CCN(Cc5ccc6c(c5)OCO6)CC4)c3c2-c2ccccc2)cc1 is entered as -16.0

(next part)
Molecule,SSB-PriA inh
CCc1noc(-c2ccc(SCC(=O)N3CCN(c4ccc(C)cc4C)CC3)nc2)n1,-5.0
CCC(Sc1nc2ccccc2c(=O)n1CCCC(=O)NCc1ccco1)C(=O)NCc1ccco1 (configuration not stated),-7.0
Cc1ccc(Cn2c(=O)c3ccc(C(=O)NC(C)C)cc3n3c(=O)n(C)nc23)cc1,7.0
CCOC(=O)N1CCN(C(c2cccs2)c2sc3ncnn3c2O)CC1 (configuration not stated),3.0
CCOc1cc(Nc2ccc(NC(=O)c3ccco3)cc2)nc(C)n1,14.0
CCn1c(C2CCN(C(=O)c3ccccc3C(F)(F)F)CC2)nn(CCOC)c1=O,-19.0
Cc1ccc(C=NNC(=O)Cn2cnc3c2c(=O)n(C)c(=O)n3C)s1,-8.2
CC(C)(C)c1ccc(-c2nc(C#N)c(N3CCCCC3)o2)cc1,72.8*
CCn1c(C2CCN(C(=O)c3cc(-c4ccccc4)nn3C)CC2)nn(CCOC)c1=O,-14.0
O=C(Nc1ccc(F)c([N+](=O)[O-])c1)c1ccc(=O)n(Cc2ccccc2F)c1,11.0

For convenience, some entries already given:
Molecule,SSB-PriA inh
CCC(Sc1nc2ccccc2c(=O)n1CCCC(=O)NCc1ccco1)C(=O)NCc1ccco1 (configuration not stated),-7.0
Cc1ccc(Cn2c(=O)c3ccc(C(=O)NC(C)C)cc3n3c(=O)n(C)nc23)cc1,7.0
CCOC(=O)N1CCN(C(c2cccs2)c2sc3ncnn3c2O)CC1 (configuration not stated),3.0
CCOc1cc(Nc2ccc(NC(=O)c3ccco3)cc2)nc(C)n1,14.0
CCn1c(C2CCN(C(=O)c3ccccc3C(F)(F)F)CC2)nn(CCOC)c1=O,-19.0
Cc1ccc(C=NNC(=O)Cn2cnc3c2c(=O)n(C)c(=O)n3C)s1,-8.2
CC(C)(C)c1ccc(-c2nc(C#N)c(N3CCCCC3)o2)cc1,72.8*

Going on with the list.
Molecule,SSB-PriA inh
COc1ccccc1CNC(=O)CSc1ccc(NC(=O)C2CC2)nn1,1.0
COCC(=O)N1CCCc2ccc(NS(=O)(=O)c3ccc(F)c(C)c3)cc21,17.0
O=C(N/N=C/c1ccccc1O)N/N=C/c1ccccc1O,i
COc1ccc(-c2cn3c(C(=O)N4CCN(C(=O)c5ccco5)CC4)csc3n2)cc1,5.0
COc1ccc(/C=C\C(=O)NC2CC(=O)N(c3cccc(F)c3)C2)cc1OC (configuration not stated),-3.0
COc1ccc(F)cc1S(=O)(=O)Nc1ccc2nc(C)n(-c3ccc(Cl)cc3)c(=O)c2c1,-13.0
O=C(NCCn1ncc2c(=O)n(Cc3ccc(Br)cc3)cnc21)c1cc2ccccc2o1,3.0&4.0
O=C(COc1ccc(F)cc1)NC[C@H](O)c1ccoc1,-14.0
CS(=O)(=O)c1cccc(-c2nnc(NC(=O)c3ccccc3)o2)c1,-10.0
Cc1noc(C)c1S(=O)(=O)N1CCC[C@H](Cc2nc(-c3cnccn3)no2)C1,20.0

Additional compounds follow.
Structure	SSB-PriA inh
COc1ccccc1OCC(=O)Nc1cc(N2CCCS2(=O)=O)ccc1C	-11.0
COCCN(Cc1ccoc1)C(=O)Nc1ccccc1C	-1.0
O=C(Nc1cccc(N2CCCCC2=O)c1)Oc1ccccc1	4.0
c1ccc(CCn2c(-c3cccs3)nc3ccccc32)cc1	-4.0
CO[C@@H](CNC(=O)c1ccno1)c1ccc(C)s1	3.0
CCCN1CCCc2cc(CCNC(=O)C(=O)Nc3cc(Cl)ccc3C)ccc21	21.0
Cc1ccc(-n2ncc3c(C)nnc(SCc4cccnc4)c32)cc1C	9.0
Cn1cccc1Cc1nnc(SCC(=O)Nc2ccc3c(c2)OCCO3)n1-c1cccc(C(F)(F)F)c1	16.0
COC(=O)NN=Cc1cc(C)n(-c2ccc(F)cc2)c1C	11.8
O=C(CSc1ncccn1)N1CCOCC1	-12.0
Cc1ccc(S(=O)(=O)N2CCCC2CNC(=O)c2ccc(Cl)cc2)cc1 (configuration not stated)	12.0
CC[C@H](NS(=O)(=O)c1ccc(C)cc1)C(=O)Nc1ccc(NC(C)=O)cc1	-14.0
COc1ccc(-c2csc3ncnc(N4CCN(c5ccccc5F)CC4)c23)cc1	-7.0
N#Cc1nccnc1OC1CCCN(C(=O)C2(c3ccccc3)CCOCC2)C1 (configuration not stated)	-17.0
CC(=O)Nc1ccc(C=NN2CCCCC2)cc1	-1.1
CC(Sc1nnc(CNc2cccc3ccccc23)n1-c1ccccc1)C(=O)NN=Cc1ccco1 (configuration not stated)	-6.9
Cc1nnc(NC(=O)c2cc(C3CC3)n(C3CCS(=O)(=O)C3)n2)s1 (configuration not stated)	4.0
COc1cccc(S(=O)(=O)NCC(=O)N2CCCCC2)c1	-17.0
Cc1ccc(-c2csc3ncnc(NCCO)c23)cc1C	7.0
O=C(NCc1ccc(C(O)c2ccco2)s1)c1cc2ccccc2o1 (configuration not stated)	-3.0
O=C(c1cccc(Br)c1)N1CCN(c2ccc(N3CCCCCC3)nn2)CC1	-8.0
O=C(O)CCCN1C(=O)C(=O)C(=C(O)c2ccccc2)C1/C=C/c1ccccc1 (configuration not stated)	-12.4
Cc1cc2ncc(CCCNC(=O)c3snnc3C)cn2n1	10.0
CC(C)Sc1ccc(CC(=O)NCC2CCN(c3ccccn3)CC2)cc1	-1.0
Cc1ccc(C=NNC(=O)CSCc2ccc(Cl)cc2)cc1	-10.4
O=C(Cc1ccc(F)cc1)N1CCN(C[C@H](O)C2CC2)CC1	-8.0
CN(C)c1ccc(C=NNC(=O)C(=O)C=C2NC3(CCCC3)Cc3ccccc32)cc1	3.6
N#Cc1cnc2ccccc2c1Nc1cccc(C(F)(F)F)c1	-25.0
Cc1cc(=O)[nH]c(-n2nc(-c3cccs3)cc2NC(=O)c2ccc(F)cc2)n1	-1.0
O=C(CCc1csc(NC(=O)Nc2ccccc2)n1)Nc1nc2ccccc2s1	-9.0
FC(F)(F)c1cccc(-n2cc(-c3ccccc3)c3c(NCc4ccccc4Cl)ncnc32)c1	1.0
COc1ccccc1OCC(=O)Nc1ccc2c(c1)N(CCC(C)C)C(=O)C(C)(C)CO2	16.0
O=C(CC1CSc2nc3c(c(=O)n21)CCCC3)N1CCOCC1 (configuration not stated)	-4.0
Cn1c(=O)[nH]cc(C(=O)N2CCC(Cc3ccccc3)CC2)c1=O	-1.0
CSc1nc(NC(C)C)c2cnn(CCNC(=O)COc3ccc(C(C)C)cc3)c2n1	-3.0
Cc1nc(N=C(N)NC(=O)NC2CCCCC2)nc2ccccc12	14.8
CNC(=O)c1cccc(-c2noc(C3CN(C(=O)CSCc4ccccc4)C3)n2)c1	-7.0
Cc1onc(-c2ccccc2Cl)c1C(=O)ON=C(N)c1ccc([N+](=O)[O-])o1	3.4
O=C(NN=Cc1c(O)ccc2ccccc12)c1ccc(S(=O)(=O)N2CCCCC2)cc1	1.7
Cc1cc(C(=O)Nc2nc(C(=O)NCC3CCCO3)co2)no1 (configuration not stated)	-5.0
O=C(COc1ccc(Cl)cc1Cl)N1CCSC(c2ccccc2)CC1 (configuration not stated)	5.0
Cc1c(C(=O)NN=Cc2c(O)ccc3ccccc23)nnn1-c1nonc1N	4.1
CC(=O)CN1Cc2ccccc2C1=NC(=O)Nc1ccccc1	-3.3
CC(=O)Nc1ccc(S(=O)(=O)N2CCC(Cn3cccn3)CC2)cc1	-3.0
COc1ccccc1C(=O)NCC(=O)NN=Cc1cccc(Cl)c1	-0.9
FC(F)(F)c1nc(Cn2cnc3ccccc32)no1	-8.0
O=S(=O)(c1cccs1)N1CCC(Oc2cccnc2)CC1	-8.0

Source: PubChem
